Screening data from PubChem BioAssay.
M1 PAM parental: M1 PAM counterscreen hit in parental CHO-K1 cells. AID 602247. 360,000 tested, 0.02% active. ATP EC20, Fluo-8 calcium fluorescence; 0% at ATP EC20, 100% at ATP max. activation, % at 3 µM;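 active means activation above the run cutoff, the mean activation of all test compounds plus 3 SD, cut at about 40% in these data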;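 further: peak over basal fluorescence ratio in a 140 s read after ATP addition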
CHO-K1 Ca antag: nonselective inhibitor or artifact in parental CHO-K1 cells; ATP-induced calcium, Fluo-8 fluorescence; inhibition, % at 3 µM; 360,000 tested, 0.6% active; AID 602250;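 active means inhibition above a per-plate cutoff, the plate's mean sample inhibition plus 3 SD, cut at about 24% in these data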;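 further: 0% = DMSO plus EC80 ATP and 100% = DMSO alone without ATP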
CHO-K1 Ca ag: counter-screen for M1 agonists: effect in parental CHO-K1 cells; Fluo-8 calcium fluorescence; scaled to maximal ATP response, vehicle zero; activation, % at 3 µM; 360,000 tested, 0.48% active; AID 602248; in the data active means activation above about 15%;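 further: untransfected CHO-K1 host cells lacking M1 receptor as counterscreen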
CHO parental Ca: signal in parental CHO cells, OX1R antagonist counter-screen. parental CHO-K1, ATP-induced calcium, Fluo-8 fluorescence. inhibition, % at 5.6 µM. 330,000 tested, 0.63% active. AID 463079;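 active means inhibition above that plate's mean sample inhibition plus 3 SD, cut at about 26% in these data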;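 further: 0% = ATP-challenged DMSO wells and 100% = DMSO wells without ATP; some compounds past the cut are filed as inactive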
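test system = CHO parental line | reagent = ATP stimulus | measured by = intracellular calcium via Fluo-8 no-wash fluorescent dye | control set = ATP and no-ATP DMSO wells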
GPR7 antag: human neuropeptides B/W receptor 1 antagonism; GPR7-expressing cells, fluorescence antagonist assay; 290,000 tested, 1.1% active; P48145; inhibition, % at 4.4 µM; AID 1861; in the data active means inhibition above about 16%, passing the limit was not always enough;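 further: cells stimulated with the agonist NPW; 0% = agonist with vehicle and 100% = vehicle without agonist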
Target sequence (P48145 whole entry, looked up): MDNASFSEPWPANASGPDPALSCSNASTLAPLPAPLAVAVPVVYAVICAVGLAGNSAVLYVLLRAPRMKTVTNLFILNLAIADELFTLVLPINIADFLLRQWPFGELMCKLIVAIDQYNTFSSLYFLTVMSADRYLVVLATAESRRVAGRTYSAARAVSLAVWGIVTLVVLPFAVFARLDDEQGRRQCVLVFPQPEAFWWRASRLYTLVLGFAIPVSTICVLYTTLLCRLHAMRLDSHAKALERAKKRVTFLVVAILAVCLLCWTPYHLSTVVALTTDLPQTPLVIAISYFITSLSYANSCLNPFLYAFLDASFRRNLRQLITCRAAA
V1aR counter: V1a receptor agonism, counter-screen for OXTR agonists. P37288. 320,000 tested, 0.25% active. CHO-V1R cells, Fluo-8 calcium fluorescence, agonist mode; 0% DMSO, 100% 3 nM vasopressin. AID 2797. activation, % at 3 µM;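 active means activation above the mean activation of all tested compounds plus 3 SD, per screening run, cut at about 20% in these data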;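 further: signal is peak over basal fluorescence ratio across a 100 second FLIPR read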
OXTR potentiate: human OXTR potentiation; CHO-OTR cells, Fluo-8 calcium fluorescence, potentiator mode; 0% = oxytocin EC15, 100% = EC100; activation, % at 3 µM; 320,000 tested, 0.061% active; AID 2445;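 active means activation above that plate's cutoff, the mean activation of tested compounds plus 3 SD, cut at about 6.6% in these data, passing the limit was not always enough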;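 further: 100% uses oxytocin at 75 nM as the full agonist control; some results filed as inactive read as strong as hits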
Target sequence (P30559 whole entry, looked up): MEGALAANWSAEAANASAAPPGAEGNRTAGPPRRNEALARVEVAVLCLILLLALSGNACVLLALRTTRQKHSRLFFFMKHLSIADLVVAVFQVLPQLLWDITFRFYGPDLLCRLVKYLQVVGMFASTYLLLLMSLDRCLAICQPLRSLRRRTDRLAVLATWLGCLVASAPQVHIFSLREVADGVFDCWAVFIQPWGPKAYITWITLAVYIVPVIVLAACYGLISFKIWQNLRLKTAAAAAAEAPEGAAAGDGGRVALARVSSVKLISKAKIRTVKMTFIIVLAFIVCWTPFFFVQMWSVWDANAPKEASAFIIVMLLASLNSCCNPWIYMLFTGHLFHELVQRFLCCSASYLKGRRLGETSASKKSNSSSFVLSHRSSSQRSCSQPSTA
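test system = CHO-OTR cells, human receptor | compound = single-point 3.0 µM | schedule = 6 min compound pre-incubation at room temperature, 100 s kinetic read | signal = Fluo-8 no-wash calcium dye fluorescence, excitation 470-495 nm, emission 515-575 nm | repeats = single well per compound, singlicate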
TAAR1 antagonist: antagonists of human TAAR1 | 360,000 tested, 1.5% active | CHO RD-HGA16 TAAR1, Fluo-8 calcium fluorescence, antagonist | Q96RJ0 | AID 624466 | inhibition, % at 3 µM;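 active means inhibition above a per-plate cutoff, the mean inhibition of test compounds on that plate plus 3 SD, cut at about 49% in these data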;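 further: 0% = DMSO plus EC80 beta-PEA response and 100% = DMSO alone without agonist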
Target sequence (Q96RJ0 whole entry, looked up): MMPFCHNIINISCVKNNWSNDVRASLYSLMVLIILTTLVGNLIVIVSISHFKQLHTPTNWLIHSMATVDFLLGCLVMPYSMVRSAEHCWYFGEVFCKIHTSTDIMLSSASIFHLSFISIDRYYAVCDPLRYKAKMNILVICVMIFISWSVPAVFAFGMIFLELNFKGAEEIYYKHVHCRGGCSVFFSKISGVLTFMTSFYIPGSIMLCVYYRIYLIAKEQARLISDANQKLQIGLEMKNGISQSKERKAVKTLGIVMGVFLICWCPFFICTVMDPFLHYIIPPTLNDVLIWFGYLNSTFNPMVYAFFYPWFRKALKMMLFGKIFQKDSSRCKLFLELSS
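Test system: hTAAR1-expressing CHO RD-HGA16 cells, Gα16-coupled; Probe or stimulus: EC80 β-phenethylamine stimulus; Compound dosing: single nominal final test compound concentration of 3 µM; Timing: 140 s kinetic read after compound, 140 s after agonist; Signal: Fluo-8 calcium-sensitive fluorescence; Measure: % inhibition of agonist calcium response; Controls: DMSO and EC80 PEA controls.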
OXTR agonist: agonists of human oxytocin receptor; P30559; CHO-OTR cells, Fluo-8 calcium fluorescence; normalized: DMSO 0%, oxytocin 100%; activation, % at 3 µM; 320,000 tested, 0.32% active; AID 2435;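 active means activation above the mean of all tested compounds plus 3 SD, cutoff set per screening run, cut at about 20% in these data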;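 further: peak over basal fluorescence ratio from a 100 s FLIPR kinetic read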
* hit, by the source's call; . = no result given. Rows are unselected; any-hit rate near 3.5%.

SMILES	M1 PAM parental	CHO-K1 Ca antag	CHO-K1 Ca ag	CHO parental Ca	GPR7 antag	V1aR counter	OXTR potentiate	TAAR1 antagonist	OXTR agonist
CCOc1ccc(NC(=O)CN(C)C(=O)c2ccccc2OCCOc2ccccc2)cc1OCC	-4	-8	3.4	-18	.	3.4	-8	37	-1.1
COc1ccccc1N1CCN(C(=O)c2ccc(N3CCCCS3(=O)=O)cc2)CC1	-9	-6	4.2	1	-2	4.8	-7	-6	3.7
COc1ccc(CNC(=S)Nc2ccc(F)c(Cl)c2)cc1	11	-4	15	7	1	13	-24	27	9.4
O=C(NCC(c1ccco1)N1CCCCC1)c1ccc(S(=O)(=O)Nc2ccccc2Cl)cc1 (stereo not drawn)	3	-10	2.1	-10	.	2.4	-1	13	3.7
Cc1c(N=C2N=C(NC(=O)NC(C)(C)C)c3ccccc32)c(=O)n(-c2ccccc2)n1C	4	-3	-0.1	-8	6	2.0	-1	16	0.0
O=[N+]([O-])c1ccc(N2CCCC2)cc1N1CCCC1	-6	3	0.1	-6	-8	1.6	-1	-6	-1.8
Cc1cc(C)nc(SCC(=O)N(C)C)n1	4	2	1.0	2	3	1.0	4	-8	0.9
O=C(c1ccc2ccccc2c1)C1CCCN(C(=O)c2cccnc2)C1 (stereo not drawn)	-16	2	2.9	.	-7	.	.	11	.
CC(Oc1ccccc1)C(=O)N=C1SC2CS(=O)(=O)CC2N1CCc1ccccc1 (stereo not drawn)	8	-7	1.0	-1	-11	3.9	-3	17	2.4
COc1ccc(CN2CCN(Cc3cc4ccccc4o3)CC2CCO)c(F)c1 (stereo not drawn)	8	-4	2.2	.	-17	.	.	-15	.
O=C(Nc1ccccc1)O/N=C/c1ccc(F)cc1	10	-19	-0.2	-4	-3	0.8	-5	9	-2.0
Cc1ccc(NC(=O)C(C)Sc2nnc(C)n2C2CC2)cc1S(=O)(=O)N1CCOCC1 (stereo not drawn)	8	-18	0.0	-6	.	0.7	-6	-2	-0.1
Cc1n[nH]c(=O)c2c(NC(=O)COC(=O)Cc3ccc(Cl)cc3Cl)oc(C)c12	-3	-6	0.4	-1	.	0.4	-5	2	-0.6
COCCNC(=O)C(=O)Nc1ccc(Br)cc1	2	9	1.4	7	-3	0.8	-7	-2	1.8
CN1CCN(C(=O)C[C@@H]2C[C@H]3c4cc(NC(=O)c5cccnc5)ccc4O[C@H]3[C@H](CO)O2)CC1	16	-12	0.8	.	.	.	.	-8	.
Cn1ccnc1Sc1nc(Nc2cccc(Cl)c2)nc(N2CCOCC2)n1	-2	8	1.6	-19	-1	-2.0	1	11	-1.9
CC(C)C[C@@H](COCc1cccc(Cl)c1)N1CCN(C(=O)c2cccc(C(F)(F)F)c2)CCC1=O	8	-3	1.4	.	.	.	.	1	.
CCOC(=O)N1CCC2CC1c1cc(Cl)ccc12 (stereo not drawn)	12	-15	0.7	.	.	.	.	-10	.
COc1cccc(-c2cnc(C(O)c3cc(C)ccc3C)[nH]2)c1 (stereo not drawn)	22	-11	9.3	.	.	.	.	18	.
CN(CC(=O)Nc1ccc(C#N)cc1)Cc1ccc(Cl)cc1	9	-2	4.7	-12	8	2.6	-6	14	-0.5
Cc1cnc(C(=O)OC(C(=O)c2ccccc2)c2ccccc2)cn1 (stereo not drawn)	6	-1	0.3	-17	.	-0.8	1	16	-1.0
CCCC1=NN2C(=N)/C(=C\c3cc(C)n(-c4cc(C)cc(C)c4)c3C)C(=O)N=C2S1	-1	-17	3.9	-13	-8	8.8	-11	53*	9.3
O=C(NCC1CCCCC1)c1ccc2nc([C@@H]3O[C@H](CO)[C@@H](O)[C@H]3O)[nH]c2c1	3	-1	-0.3	.	.	.	.	2	.
COc1ccccc1CN1CCCCC1C(=O)O (stereo not drawn)	8	8	4.2	-4	-10	0.5	-8	7	-0.2
COc1cccc(OC)c1C(=O)Nc1ccc(Br)c(C(=O)c2ccccc2)c1	3	-1	4.1	-22	-13	-1.6	-15	53*	-2.4
Cc1cc2nc(-c3ccc(SCC(=O)N4CCN(C(=O)c5ccco5)CC4)nc3)[nH]c2cc1C	11	1	2.2	-20	12	0.0	0	23	0.0
Cc1ccc([C@H]2C(C(=O)O)=CC[C@@H](c3cccc(C)c3)N2S(=O)(=O)c2ccc(C)cc2)cc1	-4	-8	0.3	-6	.	0.4	-2	-7	-1.1
CC1=CC2=NC(=O)/C(=C/c3cccn3Cc3ccccc3)C(=N)N2O1	1	-4	0.1	-20	-18	-1.6	-13	2	-2.3
COc1ccccc1NC(=S)NC1CCCCCC1	-5	-5	0.1	-4	9	-1.6	-4	7	-2.9
Cc1ccc(C)c(N(CC(=O)NC2CCCC2)C(=O)CCC(=O)Nc2cc(C)on2)c1	3	11	0.2	-15	6	0.2	-4	-11	0.3
Cc1onc(-c2c(F)cccc2Cl)c1C(=O)N=C(N)N1CC(C)OC(C)C1 (stereo not drawn)	-3	-7	1.4	-6	-7	0.1	-7	-5	0.0
Cc1ccc(C)c(S(=O)(=O)NC2CCSC2=O)c1 (stereo not drawn)	1	-14	0.8	.	.	.	.	-9	.
Cc1ccc(NC(=S)N2CCN(CCN3C(=O)c4cccc5cccc(c45)C3=O)CC2)cc1	-6	14	0.2	-33	-13	-0.8	0	2	-1.4
O=C(COC(=O)c1cc(Cl)ccc1O)NNC(=O)c1ccc([N+](=O)[O-])cc1	-4	-1	0.7	-2	.	1.5	0	-2	1.4
O=C(O)/C=C\C(=O)Nc1ccccc1F	-9	6	-0.3	-5	-5	1.0	-8	3	-0.1
COc1cccc(NC(=O)Nc2nnc(COCCO)s2)c1	19	-18	0.6	.	.	.	.	-21	.
CCOc1ccccc1NC(=O)CN(c1ccc(Cl)cc1)S(C)(=O)=O	15	-7	1.1	-13	-8	4.3	-8	-4	3.8
CCOC(=O)N1CCN(C(=O)c2ccc3c(c2)NC(=O)/C(=C/c2ccccc2)S3)CC1	-1	-10	0.8	-31	1	4.5	-6	9	1.0
O=C1CCC/C1=C/Nc1ccc(Cl)cc1	14	-1	2.8	-1	-1	3.4	2	-8	0.8
CC(C)(C)Nc1nc(-c2ccc3c(c2)CCN3C(=O)C2CC2)cs1	-4	-12	0.4	-31	-15	0.2	-2	13	-2.0
COc1cccc(-c2nc(Cl)nc3cc(Cl)ccc23)c1	-1	-6	0.0	.	.	.	.	14	.
COc1ccc(CNC(=O)CN2CCC(NC(=O)c3ccc(OC)cc3)CC2)cc1	-10	4	-0.6	.	6	.	.	-8	.
CCOc1ccc2nc(N3CCC(C(=O)N4CCN(c5ccccn5)CC4)CC3)sc2c1	4	0	5.2	12	6	8.8	-9	.	3.3
O=C(Nc1ccc([N+](=O)[O-])cc1)OC1CCS(=O)(=O)C1 (stereo not drawn)	-4	-12	1.0	.	.	.	.	-14	.
CCCCN(CCCC)c1nc(OC)nc(-n2nnc(C(C)=O)c2C)n1	11	-6	0.0	-20	-3	-0.6	-5	4	-1.9
CCc1nnc(NC(=O)CSc2nc3c(C)cccc3[nH]2)s1	15	-2	0.6	0	-11	3.5	2	-29	1.3
CCN(CC)CC(=O)Nc1scc2c1c(=O)oc1ccccc12	3	-6	2.3	-18	-3	-0.6	3	-3	-1.2
NC(=O)c1ccc(-n2nnnc2SCC(=O)NC2CCCCC2)cc1	-19	-11	0.3	1	-2	0.6	-11	-29	-0.3
C/C(=N\NC(=S)NC(C)C)c1ccco1	2	-6	0.2	-1	6	0.1	-4	-1	0.3
COc1ccc(CN2CCNC(=O)C2CC(=O)NC2CCCC2)cc1OC (stereo not drawn)	21	-16	0.6	-3	-6	1.1	-6	-22	1.0
COc1ccc(NC(=O)c2ccc(CN(c3cc(Cl)ccc3C)S(=O)(=O)c3ccccc3)cc2)cc1OC	9	-14	0.7	-11	23	0.1	-5	5	1.1
C/C=C/Cn1c(SCc2ccc(Cl)cc2)nc2c1c(=O)[nH]c(=O)n2C	9	-6	0.7	-17	-13	-0.9	-22	14	0.7
C/C(=N\NC(=O)c1ccc(C)cc1C)c1ccc2c(c1)Nc1ccccc1S2	2	-10	2.6	-1	2	3.7	-4	2	-0.7
CCOc1ccc(NC(=O)C2CCCN(C)C2)cc1 (stereo not drawn)	7	-15	-0.3	-14	5	0.5	-2	-18	0.8
O=C(NC(=S)Nc1cccc2cccnc12)c1cccs1	3	-1	0.2	-24	-7	-0.3	-1	33	-0.9
O=C1CC(c2ccc3c(c2)OCO3)C2=C(CCCC2=O)N1 (stereo not drawn)	14	-7	0.3	1	-9	0.4	-13	-7	0.5
CC(C)CC(=O)NC1(C(F)(F)F)C(=O)N(Cc2ccccc2)C2=C1C(=O)CC(C)(C)C2 (stereo not drawn)	22	-15	0.3	-25	-11	-0.5	-2	-13	-1.6
CCCCNC(=O)C1c2cc(OC)c(OC)cc2C(=O)N(C)C1c1ccc(OC)cc1 (stereo not drawn)	-5	-5	0.2	-15	-9	1.1	-7	-3	1.0
Cc1nnc2n1CCCCC2	-10	4	-0.3	3	10	0.6	-7	-26	0.4
Cc1ccc([C@H]2C[C@H](n3cc(COC(=O)c4ccccc4)nn3)[C@@H](O)CN2C(=O)c2cccs2)cc1	-12	8	0.9	.	.	.	.	34	.

New compounds follow
SMILES	M1 PAM parental	CHO-K1 Ca antag	CHO-K1 Ca ag	CHO parental Ca	GPR7 antag	V1aR counter	OXTR potentiate	TAAR1 antagonist	OXTR agonist
Cc1nn(-c2cc(N3CCNCC3)ccc2[N+](=O)[O-])c(=O)c2ccccc12	-4	10	-0.1	-13	11	-0.2	-3	9	-1.2
O=C(/C=C/c1ccccc1[N+](=O)[O-])c1ccc(F)cc1	4	5	-0.3	-18	4	-0.9	-12	-16	-2.6
CCC(c1nnnn1-c1c(C)cccc1C)N1CCN(C/C=C/c2ccccc2)CC1 (stereo not drawn)	0	13	-0.3	.	.	.	.	-16	.
Nc1nc2n[nH]nc2c(=O)[nH]1	11	4	2.3	-2	.	0.2	-2	-8	1.4
COc1ccc(-n2cnc3sccc3c2=O)cc1	5	-10	1.2	-6	-5	0.1	4	-12	1.2
O=C(O)c1ccccc1C(=O)N1CCN(c2cccc(Cl)c2)CC1	9	-2	0.8	14	6	1.2	-6	-6	1.4
CC1Oc2ccccc2C=C1/C=C1/SC(N2CCOCC2)=NC1=O (stereo not drawn)	-6	9	-0.3	-9	-10	1.5	-3	-5	0.6

Shown as a hit in TAAR1 antagonist, of those listed so far:
compound,GPR7 antag,OXTR potentiate,TAAR1 antagonist
CCCC1=NN2C(=N)/C(=C\c3cc(C)n(-c4cc(C)cc(C)c4)c3C)C(=O)N=C2S1,-8,-11,53*
COc1cccc(OC)c1C(=O)Nc1ccc(Br)c(C(=O)c2ccccc2)c1,-13,-15,53*
